Compound activity from PubChem.
12-LOX inh = Primary qHTS assay for inhibitors of human arachidonate 12S-lipoxygenase (ALOX12): Round 2. purified 12hLO, xylenol orange hydroperoxide absorbance. Potency, µM (series often up to 108 µM), without a hit: top-dose activity change, negative = inhibition, usual class: inhibitors. hit rate 1.1% among 580,000; note: potency is the fitted concentration of half-maximal effect; % is set by controls: 0 for no effect and ±100 for the full control effect
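Purified human 12hLO (150 nM final) in 25 mM Hepes, 0.01% Triton X-100, pH 7.0 was preincubated 15 min at room temperature with compound. Then 40 uM arachidonic acid was added, 30 min. Hydroperoxide was read by Fe-XO absorbance ratio 573/405 nm.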
D2 antagonist = HTS Assay for Allosteric Antagonists of the Human D2 Dopamine Receptor: Primary Screen for Antagonists; HEK293 TREx D2 cells, calcium flux, dopamine EC80; hit rate 2% among 340,000; AID 485344, 2010; inhibition, % at 10 µM; D(2) dopamine receptor (Homo sapiens), P14416; in the data active = inhibition above about 30%; note: 0% is about no effect
Target sequence (P14416 whole entry, looked up): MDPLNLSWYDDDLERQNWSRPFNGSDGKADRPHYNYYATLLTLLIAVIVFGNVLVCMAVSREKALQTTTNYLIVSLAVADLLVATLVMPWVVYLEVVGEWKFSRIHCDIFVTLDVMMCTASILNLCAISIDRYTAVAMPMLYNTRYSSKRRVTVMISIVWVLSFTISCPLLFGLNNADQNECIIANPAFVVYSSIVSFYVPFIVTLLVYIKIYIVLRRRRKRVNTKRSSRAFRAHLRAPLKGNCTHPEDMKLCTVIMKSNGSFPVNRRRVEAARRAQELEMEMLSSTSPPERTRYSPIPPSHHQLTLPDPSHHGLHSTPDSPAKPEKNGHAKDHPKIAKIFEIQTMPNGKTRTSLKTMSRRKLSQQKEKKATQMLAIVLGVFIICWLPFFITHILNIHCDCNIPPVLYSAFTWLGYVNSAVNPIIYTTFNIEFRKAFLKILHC
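Inhibition of EC80 dopamine-driven calcium flux, recorded kinetically, defines activity here; cells are a tetracycline-induced HEK293 T-REx line expressing force-coupled D2.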
LDHA inh = qHTS assay for inhibitors of human lactate dehydrogenase. purified LDHA, NADH/diaphorase-resazurin fluorescence; stronger effect = lower value. activity change, % (values are at about 110 or 230 µM). hit rate 0.15% among 480,000; in the data active = activity change below about -30%; inconclusive = mostly about -25% to -30%;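 note: plate controls were DMSO wells for no effect and wells without enzyme for full effect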
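Human LDH5 (2 nM) was incubated with 0.06 mM NADH and 0.2 mM pyruvate for 5 min at room temperature in Tris pH 7.4. Remaining NADH was coupled through diaphorase/resazurin, and resorufin fluorescence was read at 0 and 20 min.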
D2 ag = HTS Assay for Allosteric Agonists of the Human D2 Dopamine Receptor: Primary Screen for Agonists | D(2) dopamine receptor (Homo sapiens), P14416 | HEK293 T-REx D2 cells, calcium flux agonist mode | activation, % at 2 µM | hit rate 0.53% among 340,000 | AID 485358, 2010;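 active = activation over 3 SD above normal in the single-dose calcium agonist read, cut at about 30% in these data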; note: 0% is about no effect
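Agonism scored from kinetic calcium signal (1 read/sec, 180 s) following compound pin transfer, after a 10 s baseline. Cells: HEK293 Trex line expressing inducible D2 receptor coupled to calcium, dye-loaded after overnight culture at 30 C.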
Vif-APOBEC3G blk = qHTS for Inhibitors of Vif-A3G Interactions: qHTS; DNA dC->dU-editing enzyme APOBEC-3G (Homo sapiens), Q9HC16; AID 602310, 2012; hit rate 0.076% among 410,000; Potency, µM (highest dose often 46.1 µM), inactives show at the highest dose activity, negative = active, most hits filed as inhibitors; HeLa A3G-eYFP + Vif (tagged APOBEC3G with the HIV-1 protein that degrades it), YFP fluorescence, overnight;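 note: potency is the fitted concentration of half-maximal effect; % is set by controls: 0 for no effect and ±100 for the full control effect; nearly all actives have a fitted effect of over 60% in size; hits raise eYFP signal because A3G escapes Vif-driven loss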
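HeLa cells stably expressing Vif and C-terminally eYFP-tagged A3G, seeded overnight at 37 deg C, then exposed to compound by pintool overnight at 37 deg C. Rise in yellow fluorescence (Ex 488/Em 500-530, Acumen) marks blocked Vif-driven A3G degradation.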
RGS4 inh = Inhibitors of Regulator of G Protein Signaling (RGS) 4: qHTS | Regulator of G-protein signaling 4 (Homo sapiens), P49798 | Transcreener GDP fluorescence polarization, RGS4-accelerated GTP hydrolysis | Potency, µM (titrated, usually from 114 µM), without a hit: at the top dose activity change, negative = inhibition, actives largely listed as inhibitors | hit rate 0.039% among 390,000 | AID 504845, 2011; note: potency is the fitted concentration of half-maximal effect; % is set by controls: 0 for no effect and ±100 for the full control effect; nearly all actives have a fitted effect of over 75% in size; some results filed as inactive show a strong effect at the top dose
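MLSMR compounds (23 nl, pin-transferred) preincubated 10 min at room temperature with a 500nM (2x) first reagent, then RGS4 at 900nM (2x) plus Transcreener GDP mix added; fluorescence polarization (620/688 nm) read before and after 90 min at 30 °C.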
Glioma ERSR ind = qHTS for Inducers of the Endoplasmic Reticulum Stress Response (ERSR) in Human Glioma: qHTS | U87-MG GRP78 promoter luciferase reporter, 16 h | Potency, µM, for inactives: at the top dose activation, usual class: activators | hit rate 0.02% among 420,000 | AID 602332, 2012; note: potency is the fitted concentration of half-maximal effect; series mostly up to about 76 µM; % of control where 0% means no effect; nearly all actives have a fitted effect of over 35% in size
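ERSR induction read as luciferase luminescence (Bright-Glo, 10 min at room temperature) in stably transfected human U87-MG glioma cells exposed to compounds for 16 h, using GRP78 as sensor.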
ERG-DNA inh = qHTS for Small Molecule Inhibitors of the ERG Ets/DNA interaction; AID 624246, 2012; Potency, µM (top dose mostly 76.9 µM), without a hit: top-dose FP activity, negative = inhibition, usual class: inhibitors; hit rate 0.028% among 370,000; Transcriptional regulator ERG (Homo sapiens), P11308; fluorescence polarization, His-ERG Ets domain / labelled DNA; active = well fitted inhibition curve with a large enough effect in the polarisation, with a control signal flat; inconclusive = small, poorly fitted or top-dose-only effect, or effect the other way, or a change in a side signal; inactive = no such curve, though single readings can be large or run the other way; the % refers to the polarisation;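 note: polarization taken with two DNA probes labelled with fluorescein and Texas red; potency is the fitted concentration of half-maximal effect; % of control where 0% means no effect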
Target sequence (P11308 whole entry, looked up, the tested form may be a part): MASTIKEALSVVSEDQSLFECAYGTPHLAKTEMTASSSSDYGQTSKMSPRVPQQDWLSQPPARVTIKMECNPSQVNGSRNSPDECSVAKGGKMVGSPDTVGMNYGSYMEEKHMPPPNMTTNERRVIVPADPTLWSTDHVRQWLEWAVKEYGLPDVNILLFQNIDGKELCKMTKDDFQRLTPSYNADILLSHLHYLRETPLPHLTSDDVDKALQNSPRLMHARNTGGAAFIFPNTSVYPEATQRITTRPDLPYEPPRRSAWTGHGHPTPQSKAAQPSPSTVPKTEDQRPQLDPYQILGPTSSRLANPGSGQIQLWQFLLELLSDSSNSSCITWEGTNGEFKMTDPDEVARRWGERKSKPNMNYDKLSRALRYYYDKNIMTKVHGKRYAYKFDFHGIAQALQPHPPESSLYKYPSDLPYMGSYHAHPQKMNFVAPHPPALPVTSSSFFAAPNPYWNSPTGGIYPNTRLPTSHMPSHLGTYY
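His-tagged ERG Ets domain (1 uM in the protein solution; 300mM KCl, 50mM Tris-HCl, 1mM EDTA, 1mM DTT, pH 7.5) received compound, then a probe mix of 5 nM fluorescein-DNA and 100nM Texas-615-DNA. Fluorescence polarization was read for both dyes.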
Vif-A3F inh = qHTS for Inhibitors of Vif-A3F Interactions: qHTS. hit rate 0.2% among 390,000. Potency, µM (highest dose often 46.1 µM), inactives show at the top dose activity, negative = active. HeLa A3F-eYFP + Vif (tagged APOBEC3F with the HIV-1 protein that degrades it), YFP fluorescence increase; note: potency is the fitted concentration of half-maximal effect; % of control where 0% means no effect; nearly all actives have a fitted effect of over 65% in size
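HeLa cells stably expressing A3F-eYFP plus Vif, plated and incubated overnight at 37 deg C, then exposed to compounds overnight at 37 deg C. Blocked degradation read as raised yellow fluorescence (Ex 488/Em 500-530).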
Starred values were filed as active, the others as inactive; ? = inconclusive; · = no result given; & = joins results of further samples; [ ] = remark or other dose. Unless noted, calls come from the whole dose curve; as a rule, active = well fitted curve in the direction sought with a large enough effect; inconclusive = small, poorly fitted or top-dose-only effect, or another doubt; inactive = no such curve, though single readings can be large; an effect the other way counts as inactive or inconclusive.

SMILES	12-LOX inh	D2 antagonist	LDHA inh	D2 ag	Vif-APOBEC3G blk	RGS4 inh	Glioma ERSR ind	ERG-DNA inh	Vif-A3F inh
Cc1ccc(N2C(=O)NC(=O)C(CCc3ccncc3)(Cc3cccc(Cl)c3Cl)C2=O)cc1 (stereo not drawn)	11%	·	8	·	4%	-16%	2%	-4%	5%
CC(C)(C)[C@]1(O)C[C@@H]2OC(=O)C[C@@]23C(=O)O[C@@H]2OC(=O)[C@@H](O)C213 (stereo partly drawn)	-2%	·	-8	·	-2%	3%	-3%	8%	7%
O=C(c1ccc(C(F)(F)F)cc1)C1CCCN(Cc2ccncc2)C1 (stereo not drawn)	37%[activator]	-12	-7	1.2	-1%	-16%	-8%	7%	5%
CN1CC(C(=O)c2ccccc2)C(C(=O)c2ccccc2)C1 (stereo not drawn)	0%	-4	-2	0.5	-10%	7%	3%	-1%	9%
C1=NCCCN2CCCCC12 (stereo not drawn)	-4%	·	-6	·	6%	·	0%	·	-8%
COCCNC(=S)N1Cc2ccccc2-n2nncc2C1	-18%	·	-12	·	-3%	·	-1%	·	-5%
O=C(c1ccc2c3c(cccc13)CC2)C1CCCN(CC2CC2)C1 (stereo not drawn)	5%	·	3	·	-5%	-3%	-4%	-1%	2%
CC(=O)c1ccc2c(c1)C1C(Cl)C(Sc3ccccc3[N+](=O)[O-])CC1C(c1ccccc1)N2 (stereo not drawn)	?	7	6	1.6	2%	?	-10%	1%	3%
COC(=O)C1=C(c2ccc(-c3ccccc3)c(F)c2)C[C@@H]2CC[C@H]1N2C(=O)N1CCC(O)CC1	7%	16	-11	-0.5	2%	9%	-2%	1%	2%
COCc1c(CN)cnc(C)c1N	?	10	2	-0.1	1%	-3%	1%	·	2%
CCC(=O)CC(c1ccc([N+](=O)[O-])cc1)c1c(O)c2ccccc2oc1=O (stereo not drawn)	42%[activator]	1	-5	-1.9	0%	31%	-2%	-5%	4%
CN1CCN(c2nc(Cl)ncc2F)CC1	0%	14	-5	0.0	-1%	7%	-7%	5%	-1%
COC(=O)C1=C(c2ccc3ccccc3c2)C[C@@H]2CC[C@H]1N2C(=O)NC(C)C	-6%	-7	-6	-0.8	-1%	4%	-1%	-5%	-2%
[O-]/[N+](=C/c1cccnc1)c1ccc(Br)cc1	-29%	9	15	0.8	-2%	?	2%	-5%	-17%
C[C@]12C=CC(=O)C=C1CC[C@@H]1[C@@H]2CC[C@]2(C)C(=O)CC[C@@H]12	-5%	·	-2	·	-2%	-1%	0%	-6%	10%
CCOCCN1CCN(c2nnc3n2-c2ccc(Cl)cc2C(c2ccccc2Cl)=NC3)CC1	3%	-2	3	0.8	3%	-20%	-6%	2%	1%
COc1cc2c3cc1Oc1cc(ccc1O)C[C@@H]1c4c(cc(OC)c(O)c4Oc4ccc(cc4)C[C@H]3N(C)CC2)CCN1C	?	-11	-8	0.8	-2%	14%	-1%	-6%	8%
COc1ccc(CCNC(=O)COC(=O)Cc2ccccc2)cc1	-14%	·	-5	·	1%	28%	-3%	4%	-5%
O=c1ccc2c(O)c3ccoc3cc2o1	40%[activator]	·	10	·	4%	-8%	2%&-4%	-4%	8%
O=Cc1cn(Cc2ccc(Br)cc2)c2ccccc12	?	5	-1	0.3	1%	?	-2%	-6%	3%
CCCN1CC(C)C(OC(C)=O)(c2ccccc2)CC1C (stereo not drawn)	274%[activator]	-7	1	0.4	1%	8%	1%	11%	-13%
COC(=O)C1=C(c2ccccc2)C[C@@H]2CC[C@H]1N2C(=O)NC1CCCCC1	-13%	·	-1	·	2%	-8%	-5%	5%	-8%
CCC(C)C12CN3CCN(CC(C)(C3)C1=O)C2 (stereo not drawn)	462%[activator]	-16	-5	-1.2	0%	19%	0%	-5%	1%
CCCCn1c(=O)c(C=Nc2cc([N+](=O)[O-])ccc2OC)c(O)n(CCCCl)c1=O	-12%	-12	3	-0.5	-9%	0%	-3%	24%	-10%
Cc1nc2ccsc2c(=O)n1-c1ccccc1Cl	125%[activator]	·	-7	·	-1%	-5%	-5%	-7%	-8%
CCN1C[C@@]2(COC)C3[C@@H](OC)[C@H]4[C@@H]1[C@@]3(C1C[C@H]3[C@H](O)C1[C@]4(O)C[C@H]3OC)[C@@H](OC)C[C@H]2O (stereo partly drawn)	2%	·	-3	·	-3%	1%	-1%	0%	2%
C=CCn1c(O)c(/C=N/N2CCCCC2)c(=O)[nH]c1=O	?	19	-5	0.1	-5%	-4%	-4%	8%	-1%
CCn1c(O)c(C=Nc2ccc(N3CCOCC3)c(Br)c2)c(=O)n(CC)c1=S	-23%	30	-2	3.0	-4%	1%	-6%	-7%	0%
COc1ccc(C2=CC(c3ccc4c(c3)OCO4)c3c(c4ccccc4oc3=O)O2)cc1OC (stereo not drawn)	-18%	·	-5	·	?	-4%	-3%	3%	4%
Cc1ccccc1CN1CCNCC1	?	-23	-1	0.8	2%	-13%	-2%	10%	-11%
CCCc1nc2ccccc2c(=O)n1-c1ccc(O)cc1	-2%	-8	-2	-0.4	-1%	15%	1%	-2%	8%
Fc1ccc(NC(=S)N2Cc3ccccc3-n3nncc3C2)cc1	-11%	·	-17	·	1%	·	-4%	·	-6%
Clc1ccccc1C1=NCc2nncn2-c2sc(Br)cc21	185%[activator]	·	-11	·	0%	21%	-3%	-3%	-1%
CC(C)Oc1ccc(CNC(=O)Oc2ccccc2)cc1	10%	10	-5	-0.9	?	5%	-3%	4%	3%
Cn1nc(N)c2c1N=P(N1CCOCC1)(N1CCOCC1)N=C2c1ccccc1	-4%	2	-7	-0.5	0%	20%	2%	·	0%
Cc1cc(N2C(=O)C3CCCN3C2c2ccccc2)no1 (stereo not drawn)	-2%	15	-6	0.0	3%	-21%	-3%	0%	-21%
CCN(C(=O)CSc1ncccc1C(=O)Oc1cccc([N+](=O)[O-])c1)c1cccc(C)c1	-25%	-5	2	1.1	?	-8%	-14%	-6%	-1%
Cc1ccc2[nH]c(=S)n(-c3cccnc3)c(=O)c2c1	?	-13	-5	0.2	2%	-9%	-10%	9%	2%
Cc1ccc(-c2nc3ccccc3c(=O)n2-n2cccc2)cc1	0%	17	-2	-0.1	0%	17%	-5%	2%	-6%
Cc1cc(NC(=O)CCl)no1	-11%	0	-6	0.0	-9%	18%	?	-3%	7%
C=Cn1ccnc1P(=S)(c1nccn1C=C)C1CCCCC1	-7%[57.4 µM]	-18	-8	1.5	-4%	13%	-3%	·	-1%
COc1cc2c(cc1C=O)OCO2	3%	15	-1	-0.6	-3%	16%	-2%	-4%	7%
CCC(=NCCCN1CCOCC1)c1c(O)n(Cc2ccccc2)c(=O)[nH]c1=O	-3%	-6	-5	0.8	-12%	-11%	-6%	-5%	0%
COc1c(C)cc(C(=O)C2CCCN(Cc3cccc(O)c3)C2)cc1C (stereo not drawn)	7%	-5	-5	1.1	2%	-8%	-4%	10%	2%
CCCCNc1ccncc1S(=O)(=O)NC(=O)NC(C)C	?	-29	-1	0.6	0%	-11%	1%	-2%	-6%
O=c1c2ccccc2nc(/C=C/c2ccc3c(c2)OCO3)n1-c1ccccc1	-29%	29	1	-1.1	0%	-7%	-3%	7%	12%
Cc1ccccc1-n1c(/C=C/c2ccccc2F)nc2ccccc2c1=O	-13%	·	2	-1.0	·	-20%	·	-4%	·
COC(=O)C1=C(c2cccc(OC)c2OC)C[C@@H]2CC[C@H]1N2C(=O)NCc1ccco1	2%	·	-7	·	-2%	11%	2%	-5%	-6%
Cc1cc(OC(C)C(=O)NCC(O)c2ccccc2)c2c3c(c(=O)oc2c1)CCC3 (stereo not drawn)	25%	3	-3	-0.3	0%	8%	-5%	17%	-12%
O=C(O)Cn1cc(/C=C2\C(=O)NC(=O)N(c3ccc(Cl)cc3)C2=O)c2ccccc21	?	-1	-2	0.1	1%	-12%	-2%	14%	-21%
O=S(=O)(c1cccc(C(F)(F)F)c1)N1Cc2ccccc2-n2nncc2C1	2%	·	-3	·	1%	·	-1%	·	-4%
Cc1ccc(-n2c(/C=C/c3ccccc3)nc3ccccc3c2=O)cc1Cl	4%	·	0	-0.2	-1%	5%	-2%	-6%	8%
Cc1ccc(C)c(NC(=O)CCNC(=O)N2C[C@H]3C[C@@H](C2)c2cccc(=O)n2C3)c1	5%	5	-6	0.2	-1%	11%	-1%	0%	1%

2 records picked at random from the list so far, as already listed:
SMILES	12-LOX inh	D2 antagonist	LDHA inh	D2 ag	Vif-APOBEC3G blk	RGS4 inh	Glioma ERSR ind	ERG-DNA inh	Vif-A3F inh
Cc1ccccc1-n1c(/C=C/c2ccccc2F)nc2ccccc2c1=O	-13%	·	2	-1.0	·	-20%	·	-4%	·
Cc1ccc(C)c(NC(=O)CCNC(=O)N2C[C@H]3C[C@@H](C2)c2cccc(=O)n2C3)c1	5%	5	-6	0.2	-1%	11%	-1%	0%	1%

These rows are one share of the data. The share of hits here may be higher or lower than overall.
